High-throughput results deposited in PubChem BioAssay by The Scripps Research Institute Molecular Screening Center.
TEAD-YAP block: TEAD-YAP interaction inhibition, primary screen, TEAD-YAP interaction inhibitor project, luminescence, HEK-TIYL cells. TEAD-Gal4/YAP UAS-luciferase luminescence. inhibition, % at 9.12 µM. 640,000 compounds, 1.4% hits; in the data active means inhibition above about 32%;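 further: 0% = median of test compound wells and 100% = reference inhibitor wells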
MITF inh: MITF inhibitors, primary screen, biochemical, AlphaScreen, human; AlphaScreen MITF homodimerization, bead proximity signal; inhibition, % at 2.6 µM; 650,000 compounds, 0.91% hits; Microphthalmia-associated transcription factor (Homo sapiens), O75030; AID 1259374, 2018; in the data active means inhibition above about 50%;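 further: 0% = vehicle wells with protein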
Target sequence (O75030 whole entry, looked up): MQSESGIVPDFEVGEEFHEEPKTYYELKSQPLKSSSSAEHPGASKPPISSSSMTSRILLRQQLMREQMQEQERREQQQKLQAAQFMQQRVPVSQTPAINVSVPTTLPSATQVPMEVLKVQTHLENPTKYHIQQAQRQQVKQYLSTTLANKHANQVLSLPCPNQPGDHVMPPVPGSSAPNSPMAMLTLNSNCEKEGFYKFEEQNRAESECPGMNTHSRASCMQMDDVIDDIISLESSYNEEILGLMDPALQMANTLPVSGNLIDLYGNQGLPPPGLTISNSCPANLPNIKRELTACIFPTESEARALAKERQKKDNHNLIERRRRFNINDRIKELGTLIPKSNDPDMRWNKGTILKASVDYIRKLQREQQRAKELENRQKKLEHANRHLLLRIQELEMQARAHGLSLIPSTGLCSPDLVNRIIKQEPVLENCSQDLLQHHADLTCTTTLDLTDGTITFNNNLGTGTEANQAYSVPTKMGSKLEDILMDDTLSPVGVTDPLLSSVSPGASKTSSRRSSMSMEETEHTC
GPR151 activ: activators of human GPR151, primary screen, cell-based, PathHunter beta-arrestin, luminescence; PathHunter beta-arrestin GPR151 cells; 650,000 compounds, 1% hits; activation, % at 11.2 µM; in the data active means activation above about 4.9%;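 further: 0% = median of compound wells and 100% = cells with positive control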
Target sequence (Q8TDV0 whole entry, looked up): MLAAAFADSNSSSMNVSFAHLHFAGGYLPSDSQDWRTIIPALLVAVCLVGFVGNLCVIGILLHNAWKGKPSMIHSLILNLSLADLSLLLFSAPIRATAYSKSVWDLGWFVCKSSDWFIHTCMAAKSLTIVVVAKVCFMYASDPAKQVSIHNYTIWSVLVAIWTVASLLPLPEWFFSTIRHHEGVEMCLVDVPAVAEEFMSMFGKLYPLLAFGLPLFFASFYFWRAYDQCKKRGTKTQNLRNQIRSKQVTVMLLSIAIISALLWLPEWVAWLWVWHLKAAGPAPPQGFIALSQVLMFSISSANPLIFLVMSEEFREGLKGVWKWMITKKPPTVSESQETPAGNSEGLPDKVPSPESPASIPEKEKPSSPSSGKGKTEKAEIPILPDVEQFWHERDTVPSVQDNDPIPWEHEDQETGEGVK
FBW7 activator: FBW7 E3 ligase activators, primary screen, biochemical, AlphaScreen, human; F-box/WD repeat-containing protein 7 (Homo sapiens), Q969H0; AlphaScreen FBW7–phospho-cyclin E peptide binding, activator screen; normalized activity (activation), % at 26.1 µM; 650,000 compounds, 0.13% hits; AID 1259310, 2017; in the data active means normalized activity above about 1.9%;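 further: purified mutant Fbw7 with reduced substrate affinity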
The depositor's hits bear a star; nt = not tested or not shown. Not a hit list. About 3.5% of those tested had a hit in this group.

no.	SMILES	FBW7 activator	TEAD-YAP block
1	Cc1ccc(Cc2c(C)nc3c(C(=O)NCc4cccnc4)cnn3c2C)cc1	0.0	49*
2	COc1cc(C(=O)Nc2ccc(-c3nc4ccccc4s3)cc2)cc(OC)c1OC	-0.3	-48
3	Cc1ccc(NC(=O)N2CCCC2C(=O)NC2CCCCC2)cc1 (stereo not drawn)	0.6	-2
4	COc1ccc(C(=O)COC(=O)c2ccc3ccccc3n2)c(OC)c1	-0.1	-4
5	O=C(Nc1ccccc1)N1CCN(c2ccc(Nc3ccccn3)nn2)CC1	-1.3	-6
6	CCOC(=O)C1=CN(c2ccc(C)cc2)C=C(C(=O)OCC)C1c1ccccc1F	0.2	4
7	COc1cc(C2CC(=O)Nc3ccc4ccccc4c32)ccc1OCc1ccccc1 (stereo not drawn)	-0.2	-14
8	COC(=O)c1ccc2c(=O)n(Nc3ccc(Cl)nn3)c(SCc3cccc(F)c3)nc2c1	0.1	-1
9	Cc1nc2nc[nH]n2c(=O)c1NC(=O)c1ccco1	0.2	2
10	COc1ccc(N(CC(=O)NC(C)C)S(=O)(=O)c2ccccc2)c(OC)c1	0.3	3
11	Nc1cc(Cl)ccc1C(=O)OCC(=O)N1CCCC1	-0.1	-21
12	C=CCn1c(SCC(=O)Nc2ccc(C)cc2)nc2sc(C)c(C)c2c1=O	-0.1	-12

no.	MITF inh	GPR151 activ
1	2	1.4
2	-5	0.7
3	13	-0.3
4	5	-1.0
5	40	2.9
6	8	-1.4
7	2	1.3
8	8	-1.3
9	-1	0.6
10	7	-0.2
11	-1	0.4
12	-5	0.4

2 entries drawn at random from the list so far:
no.	SMILES	FBW7 activator	TEAD-YAP block
1	Cc1ccc(Cc2c(C)nc3c(C(=O)NCc4cccnc4)cnn3c2C)cc1	0.0	49*
8	COC(=O)c1ccc2c(=O)n(Nc3ccc(Cl)nn3)c(SCc3cccc(F)c3)nc2c1	0.1	-1

no.	MITF inh	GPR151 activ
1	2	1.4
8	8	-1.3

Following part:
no.	SMILES	FBW7 activator	TEAD-YAP block
13	CCC(=O)Nc1nc(C)c(-c2csc(Nc3ccccc3)n2)s1	1.0	11
14	CC1CCC(C(=O)N2CCCC2C(=O)O)CC1 (stereo not drawn)	0.1	3
15	NS(=O)(=O)c1ccc(NC(=O)COC(=O)CN2C(=O)c3ccccc3C2=O)cc1	0.1	4
16	COc1ccccc1N1CCN(C2CCC(=O)N(Cc3ccc(F)c(F)c3)CC2)CC1 (stereo not drawn)	0.0	4
17	Cc1ccc(C2=NN(CC(=O)NCc3ccc(F)cc3)C(=O)CC2)cc1	-0.1	6
18	CC(NC(=O)Cc1noc2ccccc12)c1ccccc1 (stereo not drawn)	0.0	1
19	CCC(=O)Nc1ccc(-c2ccnc(-c3ccc(NC(=O)CC)cc3)n2)cc1	0.1	1
20	CCC(C)NC(=O)c1ccc(Cl)c(S(=O)(=O)N2CCOCC2)c1 (stereo not drawn)	0.0	-1
21	O=C(CC1Sc2ccccc2NC1=O)Nc1ccc(OC(F)F)cc1 (stereo not drawn)	-0.2	-12
22	CCOC(=O)C(C)N(c1ccc(OCC)cc1)S(C)(=O)=O (stereo not drawn)	0.0	2
23	C/C(=N\Nc1ccc(S(N)(=O)=O)cc1[N+](=O)[O-])c1ccc(C)cc1	0.0	1
24	COC(=O)CCCCCN1C(=O)c2ccccc2C1=O	0.0	20

no.	MITF inh	GPR151 activ
13	12	1.2
14	11	2.1
15	-8	1.2
16	0	1.2
17	-3	0.2
18	1	-1.0
19	-1	0.1
20	-2	0.0
21	-10	-1.3
22	-8	0.2
23	-2	1.6
24	-6	-0.5

Further compounds follow:
no.	SMILES	FBW7 activator	TEAD-YAP block
25	CCn1c(C(=O)O)c(CC(=O)N(C)c2cccc(C)c2)c2ccccc21	0.1	7
26	COCc1cc(C)nc(SCC#N)c1C#N	0.1	-6
27	COc1ccc(C2(CC(=O)N(C)Cc3ccc4nsnc4c3)CC(=O)N(C)C2=O)cc1 (stereo not drawn)	-0.1	-2
28	COC(=O)c1cccc(S(=O)(=O)Nc2ccc(Br)cc2)c1	-0.1	-6
29	CC(=O)c1ccc(N2CCN(C(=O)Cc3c(C(=O)O)[nH]c4ccccc34)CC2)cc1	0.2	-2
30	CCC(=O)N[C@@H]1c2ccccc2C2(CCN(Cc3ccc(C)s3)CC2)[C@H]1OCCOC	-0.1	1
31	COc1ccc(CNC(=O)C(F)(F)F)cc1	0.3	-2
32	CS(=O)(=O)N1CCN(c2ccc([N+](=O)[O-])cc2C(F)(F)F)CC1	0.0	19
33	O=C(OCN1C(=O)c2ccccc2C1=O)c1ccc([N+](=O)[O-])o1	-0.1	9
34	CCOc1ccccc1CNC(=O)c1cn(-c2cccc(OC)c2)c(=O)c2ccccc12	0.4	4
35	O=C1C(=O)N(Cc2ccccc2Cl)c2ccc([N+](=O)[O-])cc21	-0.3	7
36	COc1ccccc1CNS(=O)(=O)c1ccc2[nH]c3c(c2c1)CCCC3	-0.3	-7

no.	MITF inh	GPR151 activ
25	11	0.1
26	6	0.5
27	12	0.8
28	-3	1.7
29	5	-0.9
30	8	0.9
31	17	-2.2
32	5	-1.0
33	-5	-0.5
34	7	1.3
35	-4	-0.2
36	0	4.4

Individual results from the entries so far.
#25 @ GPR151 activ = 0.1
#32 @ MITF inh = 5
#36 @ FBW7 activator = -0.3

Further results
no.	SMILES	FBW7 activator	TEAD-YAP block
37	CC1CCc2c(sc3ncn(C4CCN(C(=O)CN5CCNC5=O)CC4)c(=O)c23)C1 (stereo not drawn)	0.0	-7
38	CC(=O)Nc1cccc(-c2cnc3c(NCC4CC4)nccn23)c1	-0.6	80*
39	CC(C)=NOCc1ccc(-c2cc(-c3ccccc3)no2)cc1	0.1	nt
40	c1ccc(CN2CCC(Nc3nc(NCCN4CCOCC4)c4ncn(-c5ccsc5)c4n3)CC2)cc1	-0.1	14
41	COC(=O)N1CCN(CCNC(=O)c2c(F)cccc2Cl)CC1	0.7	3
42	COc1cc2[nH]c(=O)c(C(=O)NCCc3ccc(Cl)cc3)c(O)c2cc1OC	0.2	-11
43	C[C@]12C=CC(=O)C=C1CC[C@@H]1[C@@H]2[C@@H](O)C[C@@]2(C)[C@H]1CC[C@]2(O)C(=O)CO	-0.1	nt
44	COc1ccc(N2C(=O)CSC2c2ccccc2C(F)(F)F)cc1Cl (stereo not drawn)	0.1	-4
45	O=C1CC(Sc2nc3ccccc3s2)C(=O)N1c1ccccc1 (stereo not drawn)	-0.1	6
46	O=C(Nc1nnc(C23CC4CC(CC(C4)C2)C3)s1)c1cccc(Cl)c1	-0.2	7
47	COc1cccc(C2=N/C(=C\c3ccc(OC)c(OC(C)=O)c3)C(=O)O2)c1	0.1	-2
48	Cc1ccccc1NC(=O)c1cc2cc(Br)ccc2oc1=O	0.0	-7

no.	MITF inh	GPR151 activ
37	18	-0.2
38	7	-1.2
39	24	-3.8
40	5	-0.2
41	23	-0.4
42	25	1.7
43	3	2.0
44	15	-1.2
45	-16	0.6
46	-5	0.4
47	9	1.4
48	5	-0.7

Other structures:
no.	SMILES	FBW7 activator	TEAD-YAP block
49	Cc1ccc(-n2cc(C(=O)Nc3ccc(F)c(Cl)c3)c3ccccc3c2=O)cc1C	-0.1	-8
50	CN1CCN(CC(=O)Nc2ccc(OC(F)(F)Cl)cc2)CC1	-0.1	-1
51	Cc1ccc(NCN2C(=O)C3CC=CCC3C2=O)c(C)c1 (stereo not drawn)	-0.1	-2
52	Cc1ccc(NC(=O)C2CC(=O)NC(N3CCOCC3)=N2)cc1 (stereo not drawn)	0.2	-1
53	Cc1cccc(N2C(=O)C3C4c5ccccc5C(C)(c5ccccc54)C3C2=O)c1C (stereo not drawn)	0.2	1
54	COc1ccccc1NC(=O)c1ccc(S(=O)(=O)N2CCc3ccccc3C2)cc1	0.1	13
55	CCOc1ccccc1-c1nnc(SCC(=O)NCc2ccccc2)o1	-0.1	2
56	CC(=O)Nc1ccc(-c2ccnc3c2ccn3S(=O)(=O)c2ccc(C)cc2)cc1	0.7	-33
57	O=C(Nc1ccc2oc(-c3ccc(Br)cc3)nc2c1)c1cc([N+](=O)[O-])ccc1Cl	1.2	-8
58	N#Cc1ccc(COC(=O)CCc2nc3ccccc3s2)cc1	0.0	1
59	COc1ccccc1N1CCN(CC(O)COc2ccccc2F)CC1 (stereo not drawn)	-0.1	9
60	O=C(NNC(=O)C(F)(F)F)c1cc([N+](=O)[O-])cc([N+](=O)[O-])c1	0.1	-1

no.	MITF inh	GPR151 activ
49	2	-0.2
50	-5	0.2
51	-1	0.8
52	5	0.2
53	12	-0.4
54	-1	-0.6
55	8	6.9*
56	34	0.6
57	16	6.6*
58	-21	0.4
59	-17	0.7
60	10	4.1

Record cards (already shown). Values in the order: FBW7 activator | TEAD-YAP block | MITF inh | GPR151 activ
`CC(=O)Nc1ccc(-c2ccnc3c2ccn3S(=O)(=O)c2ccc(C)cc2)cc1` is entered as 0.7 | -33 | 34 | 0.6
`Cc1ccc(NC(=O)C2CC(=O)NC(N3CCOCC3)=N2)cc1` (stereo not drawn) is entered as 0.2 | -1 | 5 | 0.2

Next part.
no.	SMILES	FBW7 activator	TEAD-YAP block
61	Nc1c(Nc2ccc(F)cc2)sc2c(O)cc(=O)[nH]c12	-0.2	-2
62	CCOC(=O)c1sc(N2C(=O)C(=O)/C(=C(/O)c3ccccc3)C2c2ccc(O)c(OC)c2)nc1C (stereo not drawn)	-0.1	-2
63	CC(C)C(NS(C)(=O)=O)c1nnc2n1CCN(CCCc1ccccc1)CC2 (stereo not drawn)	0.7	-5
64	COCCNC(=O)c1cc(C)cc(C)c1	-0.1	9
65	O=C(NCc1ccccc1)c1cc2cc(Cl)ccc2oc1=O	0.4	2
66	COc1ccc(C(=O)N/C(=C\c2ccc([N+](=O)[O-])cc2)C(=O)Nc2ccc(C)c(C)c2)c(Cl)c1	1.3	-15
67	COc1ccc(C(=O)C(CN2CCCC2)c2ccccc2)cc1F (stereo not drawn)	0.0	1
68	CCOC(=O)c1sc(NC(=O)CSc2nnc(CNC(=O)c3cccs3)n2-c2ccc([N+](=O)[O-])cc2)c(C(=O)OCC)c1C	0.2	4
69	CC1CCc2cc(F)cc3c(O)c(C(=O)NCCCN(C)C)c(=O)n1c23 (stereo not drawn)	-0.4	-12
70	O=C(N/N=C/c1ccncc1)c1cc(-c2cccc3ccccc23)n[nH]1	0.6	-35
71	COc1ccccc1CNC(=O)Cn1cnc2sc(C(=O)Nc3ccc(F)c(Cl)c3)c(C)c2c1=O	0.0	11
72	COc1ccc(C(=O)NN2C(=O)c3ccccc3C2=O)cc1	0.5	3

no.	MITF inh	GPR151 activ
61	-8	0.9
62	14	0.1
63	11	-1.2
64	28	0.5
65	10	-0.2
66	61*	-1.2
67	3	0.1
68	3	-0.8
69	-23	0.1
70	10	-1.3
71	13	0.2
72	3	-0.6

Following part.
no.	SMILES	FBW7 activator	TEAD-YAP block
73	CCN1C(=O)CSc2ccc(C(=O)NC3CCCC(C)C3C)cc21 (stereo not drawn)	0.1	-1
74	Cc1ccc(C(=O)Nc2ccc3c(c2)C(=O)N(CCC(=O)O)C3=O)cc1C	0.1	-12
75	O=C(CC(NCCN1CCOCC1)C(=O)O)Nc1cccc(Cl)c1Cl (stereo not drawn)	-0.2	-1
76	CC(C)Oc1ccc(C(CC(=O)O)c2ccccc2)cc1 (stereo not drawn)	0.1	-2
77	CC1=C(C(N)=O)C(c2ccncc2)n2nc(-c3ccccc3Cl)nc2N1 (stereo not drawn)	0.0	-1
78	CCN(CC)c1ccc(NC(=O)c2ccc(Br)o2)c(C)c1	-0.2	-17
79	O=C(N[C@H]1C[C@H]2C(=O)N[C@@H](Cc3c[nH]c4ccccc34)C(=O)N2C1)c1cnn(-c2ccccc2)c1C(F)(F)F	-0.2	1
80	COc1ccccc1NC(=O)c1cc2c(=O)oc3ccccc3c2s1	0.1	11
81	O=C1c2ccccc2C(=O)N1c1nc(-c2cc3ccccc3oc2=O)cs1	0.2	-6

no.	MITF inh	GPR151 activ
73	1	-0.1
74	23	-1.5
75	-3	-0.8
76	5	-1.0
77	8	0.6
78	6	-0.9
79	-14	0.0
80	0	0.0
81	-3	0.0
